Tau fluor cs: counter-screen for tau fibril formation inhibitors; tau K18 P301L Alexa594 fluorescence, heparin fibrillization; Potency, µM (series often up to 57.7 µM), inactives show top-dose activity change, negative = decrease; actives 0.93% (n = 280,000); also: % is scaled to controls: 0 for no effect and ±100 for the full control effect; nearly all actives have a fitted effect of over 55% in size
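Human tau K18 P301L (15 uM unlabeled, 0.24 uM Alexa 594-labeled) in 100 mM sodium acetate pH 7 with 20 uM heparin, 6 hr at 37 C. ThT 30 uM added, 1 hr ambient; Alexa 594 FP and total fluorescence read at 555/632 nm.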
TR SRC2 fluor cs: alters Texas Red total fluorescence, flagging assay interference; Potency, µM (top dose mostly 106 µM), inactives show top-dose fluorescence change, negative = quenching; actives 0.29% (n = 280,000); TRb/SRC2 Texas Red total fluorescence interference; active = well fitted curve in either direction with a large enough effect; inconclusive = small, poorly fitted or top-dose-only effect; also: % is scaled to controls: 0 for no effect and ±100 for the full control effect
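Human TRb ligand-binding domain at 0.6 uM with 20 nM Texas Red SRC2 peptide in Tris buffer containing 1 uM T3 and 5% DMSO, incubated with compound 5 h at ambient temperature. Total fluorescence (555/632 nm) calculated as parallel + 2 × perpendicular.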
TRb-SRC2 inh: TRbeta-SRC2 interaction inhibition | AID 1469 | TRbeta-SRC2 peptide binding, fluorescence polarization; receptor liganded with 1 µM T3 | P10828 | actives 0.065% (n = 280,000) | Potency, µM (titrated, usually from 106 µM), without a hit: at the top dose activity change, negative = inhibition, hits mostly inhibitors;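 also: plate controls were bound peptide for no effect and peptide without receptor for full effect; nearly all actives have a fitted effect of over 50% in size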
Target sequence (P10828 whole entry, looked up): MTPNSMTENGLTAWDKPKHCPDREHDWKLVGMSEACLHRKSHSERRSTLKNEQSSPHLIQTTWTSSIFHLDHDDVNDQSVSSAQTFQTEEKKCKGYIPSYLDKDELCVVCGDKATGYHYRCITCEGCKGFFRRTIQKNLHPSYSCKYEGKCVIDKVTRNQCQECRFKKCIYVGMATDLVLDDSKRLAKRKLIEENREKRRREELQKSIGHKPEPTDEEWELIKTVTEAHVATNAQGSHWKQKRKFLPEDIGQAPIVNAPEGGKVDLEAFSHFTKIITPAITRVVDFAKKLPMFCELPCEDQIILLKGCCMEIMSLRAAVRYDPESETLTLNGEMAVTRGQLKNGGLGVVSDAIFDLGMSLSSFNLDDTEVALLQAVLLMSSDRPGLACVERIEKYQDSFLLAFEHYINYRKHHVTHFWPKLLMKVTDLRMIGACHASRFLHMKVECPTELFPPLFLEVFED
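Human TRb ligand-binding domain (0.6 uM) is mixed with 20 nM Texas Red SRC2 peptide and 1 uM T3; after compound addition and 5 hr at ambient temperature, polarization is measured and normalized to unbound and bound controls.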
Tau fibril FP: inhibitors of human tau fibril formation; P10636; K18 P301L tau heparin fibrillization, Alexa594 FP, 6 h; Potency, µM (series often up to 57.7 µM), without a hit: at the top dose activity, negative = inhibition, usual class: inhibitors; actives 0.39% (n = 280,000); AID 1468; also: % is scaled to controls: 0 for no effect and ±100 for the full control effect; nearly all actives have a fitted effect of over 55% in size
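Human K18 P301L fragment (15 uM unlabeled plus 0.24 uM Alexa 594-labeled) in 100 mM sodium acetate pH 7 with compound, aggregation induced by 20 uM heparin for 6 hr at 37 C. ThT (30 uM) added for 1 hr, then Alexa 594 FP read.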
L3MBTL1 block: L3MBTL1 (human) inhibition; Q9Y468; AlphaScreen L3MBTL1–H3K9me1 peptide binding; actives 0.66% (n = 230,000); Potency, µM (series often up to 57.1 µM), inactives show at the top dose activity, negative = inhibition, actives largely listed as inhibitors; AID 485360; also: % is scaled to controls: 0 for no effect and ±100 for the full control effect; nearly all actives have a fitted effect of over 60% in size
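AlphaScreen assay: L3MBTL1 (50 nM final) was preincubated 30 min at room temperature with biotinylated H3(1-15)K9me1 peptide (75 nM final), then 30 min with library compounds; streptavidin donor and nickel chelate acceptor beads (10 ug/mL final) added, 30 min dark.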
Tau ThT inhib: inhibitors of human tau fibril formation, thioflavin T binding. P10636. recombinant tau K18 P301L (four-repeat tau fragment), heparin-induced fibrillization, ThT fluorescence. Potency, µM (doses to about 57.4 µM), for inactives: at the top dose activity, negative = inhibition, usual class: inhibitors. actives 2.1% (n = 270,000); also: % is scaled to controls: 0 for no effect and ±100 for the full control effect; nearly all actives have a fitted effect of over 55% in size
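K18 P301L tau (15 uM + 0.24 uM Alexa 594-tagged), heparin 20 uM, NaOAc pH 7, 6 h 37 C; ThT 30 uM, 1 h RT, ex 450/em 510 nm.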
RECQ1 inh: blocks DNA unwinding by human RECQ1; P46063; RECQ1 DNA unwinding, red fluorescence kinetic read; Potency, µM (doses to about 57.3 µM), inactives show at the highest dose activity, negative = inhibition, most hits filed as inhibitors; actives 0.54% (n = 240,000);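 also: plate controls were vehicle for no effect and no enzyme for full effect; nearly all actives have a fitted effect of over 30% in size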
Target sequence (P46063 whole entry, looked up): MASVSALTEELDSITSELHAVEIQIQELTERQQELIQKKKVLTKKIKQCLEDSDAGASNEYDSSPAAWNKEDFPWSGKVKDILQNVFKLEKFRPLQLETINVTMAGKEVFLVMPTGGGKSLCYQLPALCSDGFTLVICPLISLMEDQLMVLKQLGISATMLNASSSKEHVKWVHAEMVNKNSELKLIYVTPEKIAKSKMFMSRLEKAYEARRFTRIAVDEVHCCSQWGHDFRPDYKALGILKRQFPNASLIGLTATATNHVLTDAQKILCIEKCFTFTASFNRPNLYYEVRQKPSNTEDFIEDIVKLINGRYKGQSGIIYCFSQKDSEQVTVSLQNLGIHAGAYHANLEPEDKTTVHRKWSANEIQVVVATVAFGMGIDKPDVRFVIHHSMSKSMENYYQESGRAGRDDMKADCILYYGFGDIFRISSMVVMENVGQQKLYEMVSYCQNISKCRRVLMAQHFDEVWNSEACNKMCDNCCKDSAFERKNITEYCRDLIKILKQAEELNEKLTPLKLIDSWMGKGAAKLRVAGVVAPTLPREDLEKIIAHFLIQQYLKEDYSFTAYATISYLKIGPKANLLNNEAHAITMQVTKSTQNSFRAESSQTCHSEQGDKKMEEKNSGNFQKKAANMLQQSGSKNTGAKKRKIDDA
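50 nM RECQ1T1 preincubated 15 min with compound in Tris pH 8.0 buffer with MgCl2, DTT, Tween-20 and 2.5 ug/ml poly(dI-dC); started with 200 nM TAMRA/BHQ-2 forked duplex and 2 mM ATP. Unwinding read as fluorescence (525/598 nm), two reads 2 h apart.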
HTT cytoprotect: protects HTT-Q103 PC12 cells, measured by ATP; PC12 HTT-Q103 induced, cytoprotection, ATP luminescence, 40 h; Potency, µM (series often up to 56.4 µM), without a hit: cytoprotection (ATP increase), usual class: activators; actives 0.14% (n = 230,000);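 also: % of control where 0% means no effect; nearly all actives have a fitted effect of over 45% in size; toxic huntingtin expression switched on by the ecdysone agonist tebufenozide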
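Quantitative HTS on tebufenozide-induced (100 nM) PC12 cells expressing HTTQ103 exon 1–GFP; compounds tested as a concentration series; survival measured via cellular ATP.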
Starred values were filed as active, the others as inactive; i = inactive; u = inconclusive; x = no result given; & = joins results of further samples; [ ] = another dose, or the depositor's remark. Unless noted, calls follow the shape of the dose curve; as a rule, active = well fitted curve in the direction sought with a large enough effect; inconclusive = small, poorly fitted or top-dose-only effect, or another doubt; inactive = no such curve, though single readings can be large; an effect the other way counts as inactive or inconclusive. Potency is read from the fitted curve at half-maximal effect. An excerpt, so the mix of outcomes need not match the whole.

| # | Structure | Tau fluor cs | TR SRC2 fluor cs | TRb-SRC2 inh | Tau fibril FP | L3MBTL1 block | Tau ThT inhib | RECQ1 inh | HTT cytoprotect |
| --- | --- | --- | --- | --- | --- | --- | --- | --- | --- |
| 1 | Cc1cccc(N(C)S(=O)(=O)c2c(C(=O)N3CCCCCC3)c(C)n(C)c2C)c1 | -2% | -2% | -2% | -4% | x | 0% | x | x |
| 2 | CCCn1c(=O)[nH]c(=O)c2c1nc(-c1ccc(OC(F)F)c(OC)c1)n2CCOC | -15% | -8% | -4% | 3% | x | u | 13% | 19% |
| 3 | COCCn1cnc2c(c1=O)c1nc3ccccc3nc1n2/N=C/c1cccc(OC)c1 | 0% | -5% | 7% | 2% | -20% | 2% | 1% | -65%[inhibitor][10 µM] |
| 4 | CCCCNC(=O)CSc1nc2n[nH]c(C)c2c(=N)n1-c1cccc(C)c1 | -20% | 0% | 0% | -2% | x | -1% | x | x |
| 5 | COc1ccc(C2N3CC4(C)CN2CC(C)(C3)C4O)cc1 (configuration not stated) | -12% | 1% | 2% | -3% | 5% | -1% | -3% | -3%[10 µM] |
| 6 | O=C(Oc1cccnc1)c1cc(S(=O)(=O)N2CCOCC2)ccc1Cl | -17% | 1% | 6% | 2% | x | u | i | 3% |
| 7 | COc1cc(-c2c(C#N)c(N)nc3c2CCCC3)ccc1O | -3% | 0% | 3% | -7% | -2% | -2% | -8% | 9% |
| 8 | CCNC(=O)c1sc(=S)n(CC)c1N | -10% | -2% | 6% | -4% | 3% | -7% | -14% | -3% |
| 9 | CCOC(=S)N/C(=N\S(=O)(=O)c1ccccc1)c1ccccc1 | 1% | -2% | 1% | -1% | 0% | 2% | -6% | 37%[10 µM] |
| 10 | CCOC(=O)c1ccc(N2C(=O)C(O)=C(C(C)=O)C2c2ccccc2)cc1 (configuration not stated) | -5% | 3% | -8% | -14% | 3% | -7% | -10% | 4%[1.9 µM] |
| 11 | O=C(NCCc1ccc(Cl)cc1)Nc1ccc(Cl)cc1 | -8% | -4% | 3% | -2% | 11% | -2% | -1% | 2%[10 µM] |
| 12 | Cc1cccc(N=C2NN=C(c3ccc4c(c3)OCCO4)CS2)c1 | u | -5% | 2% | -12% | -18% | 11µM* | -7% | -101%[inhibitor] |
| 13 | Cc1ccc(C(=O)Nc2cccc(C(F)(F)F)c2)cc1NC(=O)c1csc(-c2ccncc2)n1 | -15% | 0% | 5% | -9% | x | -11% | -6% | -14%[10 µM] |
| 14 | c1ccc2c(c1)ncn2CCCCOc1ccc2c(c1)CCC2 | -16% | 3% | -22% | 1% | x | u | -7% | -64%[inhibitor] |
| 15 | COCCOC(=O)c1sc(=S)n(CCOC)c1N | -19% | 50µM*[fluorescent] | 40µM* | u | -45% | 28µM* | u | -27% |
| 16 | CCN(CC)S(=O)(=O)c1ccc(Cl)c(NC(=O)COc2ccc(OC)cc2[N+](=O)[O-])c1 | 5% | -1%[53 µM] | -4%[53 µM] | 2% | 3% | 5% | -1% | 11%[10 µM] |
| 17 | CC(=O)Nc1ccc(S(=O)(=O)Nc2nc3ccc(C)cc3s2)cc1 | -10% | -1% | -10% | -1% | 3% | -9% | 10% | -7% |
| 18 | CCCCNC(=O)OC(C)CNC(=O)Oc1cccc(C)c1 (configuration not stated) | -1% | -1% | 2% | 3% | x | -9% | -10% | -12% |
| 19 | CC/C(=C/c1sc2ccc(C)cc2[n+]1CCCS(=O)(=O)[O-])SC | 6% | 45µM*[fluorescent] | u | 2% | x | -8% | u | 0% |
| 20 | COc1ccc(S(=O)(=O)Nc2cccc(F)c2)cc1C | -15% | -1%[53 µM] | -10%[53 µM] | -5% | 11% | 0% | -3% | -3%[10 µM] |
| 21 | COc1ccc(S(=O)(=O)N2CCOC2CNC(=O)C(=O)NCc2cccnc2)cc1OC (configuration not stated) | 1% | -1% | -4% | -3% | x | x | -1% | 3%[10 µM] |
| 22 | Clc1ccc(C2=Nn3c(Cn4nnc5ccccc54)nnc3SC2)cc1 | -21% | -3% | 1% | u | 1% | u | i | 5%[10 µM] |
| 23 | CCc1ccc(S(=O)(=O)NCCc2csc(-c3cccnc3)n2)s1 | -10% | -2% | -8% | 2% | -7% | -14% | 1% | 6%[10 µM] |
| 24 | CCn1c(SCC(=O)c2ccc(Cl)s2)nnc1-c1cccs1 | -12% | -3% | -2% | 2% | -7% | u | -3% | -24% |
| 25 | CC(CCc1ccccc1)NC(=O)CSc1nc(N)cc(N)n1 (configuration not stated) | -2% | -2% | -19% | 9% | 5% | -6% | -1% | 6%[10 µM] |
| 26 | O=C(CSC1=NCCS1)NC(c1ccccc1)c1ccccc1 | -10% | 0% | -1% | u | 7% | 16µM* | -12% | -6%[10 µM] |
| 27 | CCOc1ccc(-c2cc(C(=O)Nc3ccc(NC(C)=O)cc3)no2)cc1 | -5% | 5% | 0% | -1% | x | u | x | x |
| 28 | Cc1cccc(Cn2c(CNS(=O)(=O)c3ccc4c(c3)CCCC4)nc3cccnc32)c1 | -14% | -3% | -4% | 5% | x | -11% | x | x |
| 29 | CCC1=C(OC(=O)N(CC)CC)N2C(=O)OC(=NCC3CC3)[C@]2(Cc2ccccc2)[C@H]2C1=CC[C@H]1C(=O)N(c3ccccc3)C(=O)[C@H]12 | -16%&-8% | -3%&0% | -1%&0% | 0%&2% | x | -11%&-10% | -21% | -23% |
| 30 | O=S(=O)(NCCc1csc(-c2cccc(F)c2)n1)c1cc(F)ccc1F | -22% | -4% | 4% | -2% | x | -3% | x | x |
| 31 | C/C(Cc1ccccc1)=N\NC(=O)CNC(=O)c1ccc2c(c1)OCCO2 | -4% | -5% | 4% | -8% | -2% | -6% | -7% | 4%[10 µM] |
| 32 | CCOC(=O)C(=O)c1csc(NC(=O)COc2ccc(N(C)S(=O)(=O)c3ccc(F)cc3)cc2)n1 | -15% | 0% | -2% | u | x | -22% | -3% | -13% |
| 33 | Cc1ccc(S(=O)(=O)N2CCN(S(=O)(=O)N(C)C)CC2)cc1 | -1% | -2% | -9% | 0% | 0% | -2% | -2% | -6% |
| 34 | CN(CCCNC(=O)c1cc2c(Cl)nc3ccccc3c2s1)Cc1ccccc1 | u | 0%&-2% | -12%&-3% | u | x | 8%&4% | -1% | -67%[inhibitor] |
| 35 | COc1cccc(OC)c1-c1nnc(-c2cn(C)c3ccccc23)o1 | -7% | 1% | 6% | -7% | x | 1% | 2% | -7% |
| 36 | O=C(CCn1c(=O)oc2ccccc21)NCc1ccc2c(c1)OCO2 | -1% | -5% | 4% | -9% | 34%[activator] | 3% | -5% | -11% |
| 37 | O=C(Nc1cc(-c2nc3ccccc3o2)ccc1Cl)c1cc([N+](=O)[O-])ccc1N1CCOCC1 | -26% | -2% | 6% | -6% | x | -6% | x | x |
| 38 | COC(=O)CSc1nc(N)c(C#N)c(-c2ccco2)c1C#N | -15% | 2% | 2% | -1% | 4% | u | 15% | -35% |
| 39 | COc1ccccc1OCc1nnc(SCC(=O)NCc2ccco2)n1Cc1ccco1 | 8% | 3% | -3% | -4% | u | u | -20% | -12%[10 µM] |
| 40 | Cc1cc(C)c(C)c(OCCOCCN2CCOCC2)c1 | -11% | -7% | -1% | 3% | 2% | -10% | 11% | 12%[10 µM] |
| 41 | COC(=O)c1ccc(Cn2nc(-c3ccc(C)c(C)c3)ccc2=O)cc1 | -3% | -12% | -4% | -4% | x | 7% | x | x |
| 42 | O=C(Oc1ccccc1)c1cccc(N2C(=O)CCC2=O)c1 | 3% | 3% | -16% | 9% | 1% | 4% | i | 2% |
| 43 | O=C(O)c1ccccc1CSc1ncccc1C(=O)O | 5% | -2% | -3% | 0% | -6% | 5% | -2% | -28% |
| 44 | CC(=O)OCC1OC(n2ncc(=O)n(Cc3ccccc3)c2=O)C(OC(C)=O)C1OC(C)=O (configuration not stated) | -10% | 0% | -3% | -6% | x | -1% | -4% | 16% |
| 45 | COc1cccc(NC(=O)CC2(CC(=O)O)CCCC2)c1 | -5% | -8% | -2% | 5% | x | 9% | i | -1% |
| 46 | COC(=O)C1=C(C(=O)OC)N2C=CC=CC2(C)C(C(=O)OC)=C1C(=O)OC (configuration not stated) | 2% | 1% | 8% | -2% | -4% | 3% | 3% | 21%[10 µM] |
| 47 | Cc1ccc(C(=O)NCCc2ccncc2)cc1 | 4% | -1% | -5% | 1% | 6% | 2% | -4% | -47%[inhibitor] |
| 48 | CC1(C)CC(=O)c2sc(NS(=O)(=O)c3ccc(F)cc3)nc2C1 | -12% | 1% | -3% | -1% | -5% | -12% | -7% | 13%[10 µM] |

Reformatted: results already given
31) C/C(Cc1ccccc1)=N\NC(=O)CNC(=O)c1ccc2c(c1)OCCO2
  Tau fluor cs: -4%; TR SRC2 fluor cs: -5%; TRb-SRC2 inh: 4%; Tau fibril FP: -8%; L3MBTL1 block: -2%; Tau ThT inhib: -6%; RECQ1 inh: -7%; HTT cytoprotect: 4%[10 µM]

32) CCOC(=O)C(=O)c1csc(NC(=O)COc2ccc(N(C)S(=O)(=O)c3ccc(F)cc3)cc2)n1
  Tau fluor cs: -15%; TR SRC2 fluor cs: 0%; TRb-SRC2 inh: -2%; Tau fibril FP: u; L3MBTL1 block: x; Tau ThT inhib: -22%; RECQ1 inh: -3%; HTT cytoprotect: -13%

33) Cc1ccc(S(=O)(=O)N2CCN(S(=O)(=O)N(C)C)CC2)cc1
  Tau fluor cs: -1%; TR SRC2 fluor cs: -2%; TRb-SRC2 inh: -9%; Tau fibril FP: 0%; L3MBTL1 block: 0%; Tau ThT inhib: -2%; RECQ1 inh: -2%; HTT cytoprotect: -6%

34) CN(CCCNC(=O)c1cc2c(Cl)nc3ccccc3c2s1)Cc1ccccc1
  Tau fluor cs: u; TR SRC2 fluor cs: 0%&-2%; TRb-SRC2 inh: -12%&-3%; Tau fibril FP: u; L3MBTL1 block: x; Tau ThT inhib: 8%&4%; RECQ1 inh: -1%; HTT cytoprotect: -67%[inhibitor]

Bioassay records deposited in PubChem BioAssay by National Center for Advancing Translational Sciences (NCATS).
